# GCN5L2 inh: qHTS Assay for Inhibitors of GCN5L2; Histone acetyltransferase KAT2A (Homo sapiens), Q92830; GCN5L2 HAT assay, ThioGlo1 CoA-SH fluorescence; Potency, µM (titrated, usually from 58.9 µM), without a hit: at the highest dose activity change, negative = inhibition, usual class: inhibitors; 390,000 tested, 0.21% active; AID 504327, 2011
# Target sequence (Q92830 whole entry, looked up): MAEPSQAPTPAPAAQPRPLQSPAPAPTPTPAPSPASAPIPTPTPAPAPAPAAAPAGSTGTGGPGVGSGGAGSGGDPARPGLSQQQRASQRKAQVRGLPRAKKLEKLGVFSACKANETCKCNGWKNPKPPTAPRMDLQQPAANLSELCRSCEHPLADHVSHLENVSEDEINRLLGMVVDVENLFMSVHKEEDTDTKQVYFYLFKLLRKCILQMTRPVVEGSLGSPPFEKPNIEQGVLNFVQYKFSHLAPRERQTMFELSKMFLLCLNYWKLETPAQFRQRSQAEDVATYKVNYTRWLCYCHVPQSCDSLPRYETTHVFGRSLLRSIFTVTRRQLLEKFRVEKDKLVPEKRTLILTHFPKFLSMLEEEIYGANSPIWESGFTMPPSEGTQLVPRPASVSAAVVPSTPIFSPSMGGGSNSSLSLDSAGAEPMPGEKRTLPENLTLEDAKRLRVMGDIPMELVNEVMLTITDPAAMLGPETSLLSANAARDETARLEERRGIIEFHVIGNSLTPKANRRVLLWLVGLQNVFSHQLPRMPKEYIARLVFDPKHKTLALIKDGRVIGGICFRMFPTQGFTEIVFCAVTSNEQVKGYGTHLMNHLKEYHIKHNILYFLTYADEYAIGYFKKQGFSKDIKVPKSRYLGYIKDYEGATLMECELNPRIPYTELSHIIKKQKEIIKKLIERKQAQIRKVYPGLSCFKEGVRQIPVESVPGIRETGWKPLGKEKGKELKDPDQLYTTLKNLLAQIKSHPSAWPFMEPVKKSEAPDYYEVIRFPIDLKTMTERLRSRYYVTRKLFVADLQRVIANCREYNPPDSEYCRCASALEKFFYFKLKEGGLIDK
#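 Free CoA generated was detected with ThioGlo1 (50uM) fluorescence at Ex340nm/Em540nm, read immediately and after 20 min at room temperature. Enzyme, 20 nM in HEPES pH 7.5 buffer, saw compounds 15 min before adding 75uM H3(1-25) peptide and 70uM acetyl-CoA.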
# TDP1 cell noCPT: qHTS for Inhibitors of human tyrosyl-DNA phosphodiesterase 1 (TDP1): qHTS in cells in absence of CPT; DT40 Tdp1-/- hTDP1 cells, no CPT, ATP luminescence, 48 h; Potency, µM (highest dose often 46.2 µM), for the others: at the highest dose activity change, negative = growth inhibition, actives largely listed as inhibitors; 420,000 tested, 15% active; AID 686978, 2013; further: nearly all actives have a fitted effect of over 55% in size
#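 No-CPT arm: Tdp1-/-;hTDP1 DT40 cells (400/well) plus compounds, incubated ≥48 hr at 37 °C. Readout CellTiter-Glo luminescence.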
# DT40 TDP1 CPT: qHTS for Inhibitors of human tyrosyl-DNA phosphodiesterase 1 (TDP1): qHTS in cells in presence of CPT | 420,000 tested, 12% active | chicken DT40 Tdp1-/-;hTDP1 cells + 20 nM CPT, ATP luminescence, 48 h | Potency, µM (doses to about 46.2 µM), for inactives: at the top dose activity change, negative = growth inhibition, most hits filed as inhibitors; further: nearly all actives have a fitted effect of over 55% in size
#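 Cell growth measured by CellTiter-Glo luminescence after a minimum 48 h, 37 C compound exposure with 20 nM CPT in Tdp1-knockout DT40 cells stably expressing hTDP1, seeded 400/well; qHTS titration format.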
# Numbers without * were called inactive; ? = inconclusive; / = no result given; & = joins results of further samples. The call rests on the fitted dose curve; in most records, active means well fitted curve in the direction sought with a large enough effect; inconclusive means small, poorly fitted or top-dose-only effect, or another doubt; inactive means no such curve, though single readings can be large; an effect the other way counts as inactive or inconclusive. On the % scale 0 is the no-effect control and ±100 the full control effect; potency means the concentration at half of the fitted maximal effect. The list is partial; count on the stated rates, not on these rows.
SMILES,GCN5L2 inh,TDP1 cell noCPT,DT40 TDP1 CPT
CC(=O)N1c2ccc(S(=O)(=O)NCC3CCC(C(=O)Nc4ccc(C)c(C)c4)CC3)cc2CC1C (centres undefined),-10.5%,23.1µM*,16.4µM*
NNc1nc(Nc2ccccc2)nc(Nc2ccccc2)n1,-8.0%,?,16.4µM*
CCCCC1=CC2=C(c3ccco3)C(=O)C(C)(OC(=O)c3ccc(OC)cc3)C(=O)C2=CN1C1CC1 (centres undefined),-6.2%,-23.5%,?
C[C@H]1CN([C@@H](C)CO)C(=O)c2cc(Br)cnc2O[C@@H]1CN(C)S(=O)(=O)c1cn(C)cn1,/,-4.7%,13.1%
O=C(O)c1cc(-c2cccc(Cl)c2)nc2nc(N3CCCCC3)sc12,-11.6%,?,?
O=C(c1ccc(N2CCOCC2)cc1)c1cccs1,3.4%,-24.6%,-27.1%
CCc1nc(N2CCN(C(C)=O)CC2)c2c3c(sc2n1)CC(C(C)(C)C)CC3 (centres undefined),0.1%,11.6µM*,?
Cc1cc(C)n2c(Nc3ccc4c(c3)OCCO4)c(CC(C)C)nc2n1,/,11.6µM*,20.6µM*
Cc1ccccc1C(=O)NNC(=S)NC(=O)c1ccc(Cl)cc1Cl,-0.3%,?,?
Cc1ccccc1N1CCN(C2CCCN(C(=O)c3ccccn3)C2)CC1 (centres undefined),-3.2%,25.9µM*,-59.1%
CCOC(=O)C1(CC2CCCCO2)CCN(S(=O)(=O)c2ccsc2)CC1 (centres undefined),-7.1%,-1.8%,-13.2%
CCCCCN(C(=O)CCC(=O)OCc1ccc(Cl)cc1Cl)c1c(N)n(CCCC)c(=O)[nH]c1=O,3.2%,?,?
Cc1nonc1N1CCN(Cc2cn[nH]c2-c2ccc3c(c2)OCO3)CC1,-3.5%,-4.8%,1.9%
COc1ccc(N2CCN(C(=O)c3cc(S(=O)(=O)N4CCC(C)CC4)cn3C)CC2)cc1,-4.2%,20.6µM*,23.1µM*
CC(NC(=O)CN(c1cccc(C(F)(F)F)c1)S(=O)(=O)c1ccc(Cl)c([N+](=O)[O-])c1)c1ccccc1 (centres undefined),21.2%,9.2µM*,4.61µM*
CCOC(=O)c1c(C)nc(C)c(C(=O)OCC)c1-c1ccccc1,-10.3%,2.0%,-5.7%
CCOc1ccc(C2NC(=O)NC(C)=C2[N+](=O)[O-])cc1OC (centres undefined),-9.5%,1.2%,-7.9%
COc1ccccc1/C=c1\sc2nc(-c3ccco3)nn2c1=O,?,?,?
Cc1cc(S(=O)(=O)N(Cc2cccs2)Cc2ccccc2F)ccc1-n1cnnn1,-9.3%,?,?
COc1ccc(C)cc1NC(=O)CN(C)S(=O)(=O)c1ccc2c(c1)n(C)c(=O)c(=O)n2C,-4.5%,6.2%,-8.7%

# Looked up by compound from the entries so far (2):
SMILES,GCN5L2 inh,TDP1 cell noCPT,DT40 TDP1 CPT
CCCCCN(C(=O)CCC(=O)OCc1ccc(Cl)cc1Cl)c1c(N)n(CCCC)c(=O)[nH]c1=O,3.2%,?,?
Cc1cc(S(=O)(=O)N(Cc2cccs2)Cc2ccccc2F)ccc1-n1cnnn1,-9.3%,?,?

# Continued.
SMILES,GCN5L2 inh,TDP1 cell noCPT,DT40 TDP1 CPT
Cc1ccc(C(=O)CSC2=C(C#N)C(c3ccco3)CC(=O)N2)c(C)c1 (centres undefined),-7.1%,?,-16.8%
CCCCC1=CC2=C(c3ccco3)C(=O)C(C)(OC(=O)c3ccc(OC)cc3)C(=O)C2=CN1CCCCO (centres undefined),-14.9%,?,?
O=C(/C=C/c1ccccc1Cl)Nc1ccncc1,5.2%,?,?
CCS(=O)(=O)N1Cc2ccccc2CC1C(=O)NC(C)C12CC3CC(CC(C3)C1)C2 (centres undefined),-4.1%,?,?
CCCn1c(=O)c(C(=O)NCc2ccccc2OC)c(O)c2ccccc21,2.4%,-27.4%,?
CC(C)(C)c1ccc(OCC(=O)NNC(=S)NC(=O)c2ccco2)c(Br)c1,5.1%,10.3µM*,20.6µM*
Cc1ccc(S(=O)(=O)N2CCN(c3nc(-c4ccc(C)s4)nc4ccccc34)CC2)cc1,/,?,-29.6%
Cc1ccc(-c2nnc(SCC(=O)CC(=O)Nc3ccccc3)n2-c2ccccc2)cc1,-16.8%,-0.9%,-2.7%
N/C(=N/OC(=O)c1ccccc1F)c1nonc1N,3.8%,-2.5%,9.5%
Nc1cc(S(=O)(=O)N2CCOCC2)ccc1N1CCCCC1,?,?,23.1µM*

# Single entries from the entries so far:
# Reading of N/C(=N/OC(=O)c1ccccc1F)c1nonc1N under DT40 TDP1 CPT: 9.5%
# Reading of CCOc1ccc(C2NC(=O)NC(C)=C2[N+](=O)[O-])cc1OC (centres undefined) under GCN5L2 inh: -9.5%
# Reading of Cc1ccc(C(=O)CSC2=C(C#N)C(c3ccco3)CC(=O)N2)c(C)c1 (centres undefined) under GCN5L2 inh: -7.1%
# Reading of CCCCC1=CC2=C(c3ccco3)C(=O)C(C)(OC(=O)c3ccc(OC)cc3)C(=O)C2=CN1C1CC1 (centres undefined) under GCN5L2 inh: -6.2%
# Reading of Cc1nonc1N1CCN(Cc2cn[nH]c2-c2ccc3c(c2)OCO3)CC1 under DT40 TDP1 CPT: 1.9%

# Next records follow:
SMILES,GCN5L2 inh,TDP1 cell noCPT,DT40 TDP1 CPT
O=C(O)Cn1c(O)c(C2=c3ccccc3=NC2=O)sc1=O,-0.4%,-11.8%,?
C[C@H]1CC[C@@]2(O[C@H](CCO)C[C@H](O)[C@H]2O)O1,/,0.9%,11.2%
CCOC(=O)c1c(-c2ccccc2)oc2ccc(O)c(CN3CCCC3)c12,-0.5%,20.6µM*,23.1µM*
CC(C)(Cc1ccc(O)cc1)NC(=O)CC(=O)N=Nc1c(O)[nH]c2ccc(Br)cc12,2.2%,-7.1%,15.2%
O=C(c1ccccc1)N1CCCc2ccccc21,-0.6%,?,-17.7%
Cc1ccc(S(=O)(=O)Nc2ccc3c(c2)OCCO3)cc1C,-5.0%,18.4µM*,?
CCOC(=O)C1=CNS(=O)(=O)NC1c1ccc(C(F)(F)F)cc1 (centres undefined),-4.7%,-5.3%,0.5%
CSc1nc(C)cc(Oc2ccc(OCCOc3ccccc3)nn2)n1,-2.7%,-19.9%,?
Cc1cc(C)cc(OCC(=O)Nc2nc3ccc([N+](=O)[O-])cc3s2)c1,-0.8%,-24.8%,-10.8%
CN1CCCC(OC(=O)/C(C#N)=C/c2ccccc2)C1 (centres undefined),3.5%,3.6%,-18.2%
CCN(C(=O)c1ccc2c(=O)n3c(nc2c1)CCCCC3)c1cc(C)ccc1C,-5.5%,?,?
CCOc1ccc(OCCC(=O)OCC(=O)N2CCN(S(=O)(=O)c3ccc(C)cc3C)CC2)cc1,/,-19.7%,?
O=C(c1ccco1)N1CCN(c2nc3c(Cl)cccc3s2)CC1,-3.4%,-29.2%,-28.3%
O=S(=O)(NCC1CCCO1)c1ccc(-c2ccc(S(=O)(=O)NCC3CCCO3)cc2)cc1 (centres undefined),1.5%,1.84µM*,0.651µM*
O=C(NCCCN1CCCC1=O)c1cc2nc(-c3ccco3)cc(C(F)(F)F)n2n1,-10.3%,?,6.1%
CCC(=Cc1ccccc1OC)c1ccncc1,/,?,-2.3%
Cc1ccc(S(=O)(=O)N(CC(=O)N2CCN(c3ccccc3F)CC2)C2CCCCC2)cc1,-4.7%,?,?
COc1cc2c(cc1OC)C(C)N(C(=O)C1COc3ccccc3O1)CC2 (centres undefined),-17.9%,25.9µM*,16.4µM*
COC(=O)[C@@H](NC(=O)Nc1cc(Cl)ccc1C)C(C)C,4.0%,-3.0%,-2.2%
CC1=CC2C(CC1=O)C(C)=CCC2C(C)C (centres undefined),-6.9%,-6.1%,0.4%
Cc1cccc(-n2c(N)c(-c3nc4ccccc4n3C)c3nc4ccccc4nc32)c1,3.4%,?,?
O=C1CCN(S(=O)(=O)c2cccs2)c2ccc(C(F)(F)F)cc2N1,0.2%,4.9%,4.4%
CCOc1ccc(N=Nc2ccc(O)c3ncccc23)cc1,-6.7%,?,?
NC(Cc1ccccc1)C(O)(c1ccccc1)c1ccccc1 (centres undefined),-7.9%,?,?
O=C(O)c1ccc2nc(-c3cc4cccc(O)c4oc3=O)[nH]c2c1,-20.4%,?,?
CN(CC(=O)Nc1ccccc1Br)C(=O)c1cccc([N+](=O)[O-])c1,0.0%,-0.2%,9.4%
CCOc1ccc(C2Nc3ccccc3C(CC)(CC)O2)cc1 (centres undefined),-18.6%,14.1%,-3.0%
Cc1[nH]nc(NCCO)c1[N+](=O)[O-],-3.5%,-17.6%,-11.5%
COc1cc(C(=O)NCC(c2ccco2)N2CCc3ccccc3C2)cc(OC)c1OC (centres undefined),-18.1%,?,?
COC(=O)C1=C(C)N=C2SC(C)C(=O)N2C1c1ccc(C(=O)OC)cc1 (centres undefined),-4.8%,6.4%,-1.1%
Cc1ccc(CSc2ccc(-c3cccs3)nn2)cc1,0.8%&37.9%,1.5%&0.3%,1.9%&7.4%
CC(C(=O)Nc1ccc(S(=O)(=O)N2CCCC2)cc1)N1CCN(C(=O)c2ccco2)CC1 (centres undefined),1.6%,3.7%,-13.9%
CCOc1ccccc1C1N(c2ccc(OC)cc2)C(=O)C2CCCN21 (centres undefined),-7.6%,-3.0%,11.4%
O=[N+]([O-])c1cccc(-c2nnc3ccccn23)c1,4.4%,3.6%,6.3%
Cc1ccc(C)c(OCCn2cc(C(=O)c3ccco3)c3ccccc32)c1,1.0%,13µM*,20.6µM*
O=C(CC(=O)Nc1nc(C23CC4CC(CC(C4)C2)C3)cs1)NCCO,-12.8%,?,?
O=C(NN=C1CCCC1)c1cccc(O)c1,4.2%,14.5%,16.7%
N=C(CC(O)COc1ccccc1-c1ccccc1)N1CCCCC1 (centres undefined),-5.6%&0.6%,3.26µM*,5.17µM*
CCC(C(=O)NC1CCCC1)N(C(=O)Cn1nnc(-c2ccc(C)o2)n1)c1ccccc1OC (centres undefined),-11.7%,?,?
Cc1ccc(-c2nc(N3CCOCC3)sc2C(=O)N2CCOCC2)cc1,2.3%,-11.2%,-5.2%
CC(C)CN(C(=O)COC(=O)c1ccccc1NCc1ccco1)c1c(N)n(Cc2ccccc2)c(=O)[nH]c1=O,-4.3%,-24.4%,?
O=C(CNCCc1ccc(Cl)cc1)Nc1ccc(C(=O)N2CCCCC2)cc1,-3.1%,?,?
Cc1nc(-c2cc(C#N)c(Sc3cccc(C(F)(F)F)c3)nc2C)cs1,-2.5%,?,?
CC(C)OP(=O)(c1ccc(N(C)C)cc1)C(Nc1ccccc1)c1cccnc1 (centres undefined),-2.8%,?,?
CCCC(Oc1ccc(Br)cc1)c1nc2c3cc(OC)c(OC)cc3nc(=S)n2[nH]1 (centres undefined),-1.7%,?,?
Cn1c(SCc2nnc(-c3ccc(F)cc3)o2)nnc1C1COc2ccccc2O1 (centres undefined),4.4%,?,-27.4%
O=C(Nc1cccc(F)c1)c1ccc(-n2cncn2)c2ccoc12,/,-11.8%,4.2%
COc1cc(-c2nnc(SCc3cc(=O)oc4cc(C)ccc34)o2)cc(OC)c1OC,-7.2%,29.1µM*,?
COc1ccc(-c2nc(N3CCOCC3)nc3n[nH]c(N)c23)cc1,-3.5%,18.4µM*,18.4µM*
CC(=O)NC(CC(=O)O)c1ccccc1 (centres undefined),-0.5%,-6.0%,-0.4%

# More results follow.
SMILES,GCN5L2 inh,TDP1 cell noCPT,DT40 TDP1 CPT
Cc1ccc2cc3cc(C(=O)NCCC(C)C)oc3nc2c1,-3.4%,-25.9%,-0.8%
O=C(Nc1nc2n(n1)C(c1ccc(F)cc1)C=C(c1ccccc1)N2)c1cccc([N+](=O)[O-])c1 (centres undefined),-7.8%,10.3µM*,18.4µM*
NC(=O)c1c(NC(=O)C2CCCO2)sc2c1CCCCC2 (centres undefined),-9.1%,?,-20.5%
CC1C(=O)N(Cc2cn(CCC3OCCCO3)nn2)CCS(=O)(=O)N1Cc1ccc(-c2ccc(F)nc2)cc1 (centres undefined),/,13µM*,?
COc1ccc(-n2nc(C(=O)Nc3ccc(OC)c(OC)c3)c3c4ccccc4n(C)c3c2=O)cc1,-4.4%,?,?
CCCCc1c(O)nc(SCC(=O)NCCc2ccc(OC)c(OC)c2)[nH]c1=O,-3.0%,-12.9%,13.9%
O=C(Cc1cccc(NC(=O)C2CCN(C(=O)CCc3ccccc3)CC2)c1)Nc1cccc(C(=O)N2CCOCC2)c1,/,14.6µM*,14.6µM*
O=C(CSc1nc2c([nH]c3ccccc32)c(=O)n1-c1ccccc1)N1CCCc2ccccc21,3.4%,0.5%,-0.3%
Cc1c(OCC(=O)NC2CC(C)(C)NC(C)(C)C2)ccc2c1oc(=O)c1ccccc12,-5.6%,11.6µM*,?
CC1(C(=O)NCc2cccs2)CCN1CCc1ccccc1 (centres undefined),/,?,?
CN(c1ccccc1)S(=O)(=O)c1cccc(NC(=O)Cc2n[nH]c(=O)c3ccccc23)c1,-1.9%,11.6µM*,13µM*
